# Screening results from PubChem.
# PAFAH1B3 FP inh: PAFAH1B3 enzyme inhibitors, primary screen, biochemical, fluorescence polarization, human. recombinant PAFAH1B3, FP-rhodamine probe. hit rate 0.28% among 340,000. inhibition, % at 3.39 µM;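 active means inhibition above the screen-wide average of all tested compounds plus 3 SD, cut at about 25% in these data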;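 further: 0% = enzyme with DMSO only and 100% = wells lacking PAFAH1B3 protein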
# PAD4 inh: human PAD4 inhibitors, primary screen, biochemical, fluorescence polarization, 1536-well format; Protein-arginine deiminase type-4 (Homo sapiens), Q9UM07; inhibition, % at 6.36 µM; hit rate 0.41% among 330,000; recombinant PAD4, RCA probe fluorescence polarization;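 active means percent inhibition above a cutoff equal to the mean of all tested compounds plus 3 SD, cut at about 15% in these data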;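 further: 0% = PAD4 with RCA probe and DMSO and 100% = probe without PAD4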
# pPAFAH FP inh: pPAFAH enzyme inhibitors, primary screen, biochemical, fluorescence polarization, human | Platelet-activating factor acetylhydrolase (Homo sapiens), Q13093 | recombinant pPAFAH, FP-rhodamine probe fluorescence polarization | inhibition, % at 3.39 µM | hit rate 1.5% among 330,000;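 active means inhibition above the mean inhibition across the screen plus 3 SD, cut at about 25% in these data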;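 further: inhibitors block binding of the rhodamine activity-based probe so polarization drops; 0% = enzyme with DMSO and 100% = wells lacking pPAFAH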
# Target sequence (Q13093 whole entry, looked up): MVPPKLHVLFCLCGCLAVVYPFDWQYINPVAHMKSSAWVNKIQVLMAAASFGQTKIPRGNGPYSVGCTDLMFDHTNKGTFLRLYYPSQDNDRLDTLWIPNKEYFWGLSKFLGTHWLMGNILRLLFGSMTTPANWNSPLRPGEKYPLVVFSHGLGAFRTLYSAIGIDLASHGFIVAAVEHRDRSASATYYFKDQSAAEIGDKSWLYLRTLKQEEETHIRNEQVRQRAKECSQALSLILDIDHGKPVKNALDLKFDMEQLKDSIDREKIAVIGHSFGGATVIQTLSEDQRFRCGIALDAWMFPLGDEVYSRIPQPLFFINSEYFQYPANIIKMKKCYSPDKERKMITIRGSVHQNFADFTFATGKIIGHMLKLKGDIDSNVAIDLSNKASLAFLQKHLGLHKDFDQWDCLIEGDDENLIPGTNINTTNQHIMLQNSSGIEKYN
# PAFAH1B2 inh: PAFAH1B2 enzyme inhibitors, primary screen, biochemical, fluorescence polarization, human. Platelet-activating factor acetylhydrolase IB subunit alpha2 (Homo sapiens), P68402. recombinant PAFAH1B2, FP-rhodamine activity probe. inhibition, % at 3.39 µM. hit rate 1.2% among 340,000;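 active means inhibition above the mean of all tested compounds plus 3 SD, cut at about 24% in these data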;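 further: 0% = enzyme with DMSO and 100% = wells lacking PAFAH1B2; many of its hits are not listed in these tables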
# Target sequence (P68402 whole entry, looked up): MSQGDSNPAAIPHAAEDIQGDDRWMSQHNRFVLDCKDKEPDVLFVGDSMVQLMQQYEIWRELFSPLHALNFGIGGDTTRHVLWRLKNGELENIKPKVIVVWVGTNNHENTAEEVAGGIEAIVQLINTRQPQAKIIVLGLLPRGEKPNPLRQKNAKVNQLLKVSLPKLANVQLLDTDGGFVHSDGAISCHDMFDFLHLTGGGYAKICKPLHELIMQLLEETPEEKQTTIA
# PME-1 inh: PME-1 inhibitors via competitive probe labeling, primary screen, biochemical, fluorescence polarization, FP-Rh probe, HTS; Protein phosphatase methylesterase 1 (Homo sapiens), Q9Y570; recombinant PME-1; inhibition, % at 5.9 µM; hit rate 0.53% among 320,000; AID 2130, 2009;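 active means inhibition above the campaign mean of all compounds plus 3 SD, cut at about 26% in these data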;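 further: competitive labeling of PME-1 active site by serine hydrolase directed probe; 0% = PME-1 with DMSO and 100% = wells lacking PME-1 enzyme; inhibitors block probe labeling so polarization falls and inhibition rises; many of its hits are not listed in these tables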
# Target sequence (Q9Y570 whole entry, looked up): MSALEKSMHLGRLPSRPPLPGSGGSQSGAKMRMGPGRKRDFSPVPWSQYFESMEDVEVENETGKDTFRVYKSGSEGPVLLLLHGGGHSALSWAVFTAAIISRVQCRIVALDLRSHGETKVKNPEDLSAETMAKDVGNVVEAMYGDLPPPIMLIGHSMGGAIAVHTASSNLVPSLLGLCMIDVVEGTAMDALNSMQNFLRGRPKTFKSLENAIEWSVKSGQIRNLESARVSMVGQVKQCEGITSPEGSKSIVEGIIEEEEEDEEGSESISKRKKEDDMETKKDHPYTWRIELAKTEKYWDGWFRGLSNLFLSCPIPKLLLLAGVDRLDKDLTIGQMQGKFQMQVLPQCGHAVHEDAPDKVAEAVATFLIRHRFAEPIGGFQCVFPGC
# PAFAH2 inh: PAFAH2 enzyme inhibitors, primary screen, biochemical, fluorescence polarization, human; Platelet-activating factor acetylhydrolase 2, cytoplasmic (Homo sapiens), Q99487; inhibition, % at 3.39 µM; AID 492956, 2010; hit rate 0.99% among 340,000; recombinant PAFAH2, FP-rhodamine activity probe;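 active means inhibition above the mean over all tested compounds plus 3 SD, cut at about 30% in these data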;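 further: inhibitors block probe labeling of enzyme so polarization drops; 0% = enzyme with DMSO and 100% = wells lacking PAFAH2 protein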
# LYPLA1 counter: LYPLA1 inhibitors, primary screen, counter-screen for PME1 inhibitor project, biochemical, fluorescence polarization, FP-Rh probe ABPP. Acyl-protein thioesterase 1 (Homo sapiens), O75608. recombinant LYPLA1. inhibition, % at 5.9 µM. hit rate 0.16% among 320,000;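 active means inhibition above the mean of all tested compounds plus 3 SD, set per campaign, cut at about 14% in these data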;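 further: inhibitors block serine hydrolase probe labeling of LYPLA1 so polarization falls; 0% = enzyme with DMSO and 100% = wells lacking LYPLA1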
# GSTO1 counter: inhibitors of recombinant GSTO1, primary screen, counter-screen for RBBP9 inhibitor project, biochemical, fluorescence polarization. activity-based probe fluorescence polarization. Glutathione S-transferase omega-1 (Homo sapiens), P78417. hit rate 1.1% among 300,000. inhibition, % at 5.96 µM. AID 1974, 2009;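 active means inhibition above the campaign mean inhibition plus 3 SD, cut at about 35% in these data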;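 further: 0% = GSTO1-1 with DMSO and 100% = wells lacking GSTO1-1 enzyme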
# Fam108B inh: mouse Fam108B serine hydrolase inhibitors, primary screen, counter-screen for RBBP9 inhibitor project, biochemical, fluorescence polarization; hit rate 0.33% among 300,000; recombinant Fam108B, FP-Rh probe fluorescence polarization; inhibition, % at 9.51 µM; AID 1947, 2009;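 active means inhibition above the screen mean inhibition plus 3 SD, computed separately per campaign, cut at about 18% in these data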;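 further: inhibitors lower polarization as less probe binds the enzyme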
# Active calls of the source: *; / = no result given.
SMILES,PAFAH1B3 FP inh,PAD4 inh,pPAFAH FP inh,PAFAH1B2 inh,PME-1 inh,PAFAH2 inh,LYPLA1 counter,GSTO1 counter,Fam108B inh
CC(C)(C)NC(=O)CSc1nc2ccc(Nc3nc(N4CCOCC4)nc(N4CCOCC4)n3)cc2s1,1.0,1.3,7.8,-3.1,2.1,-6.1,2.6,-3.8,2.9
COCCN(C(=O)c1snc(C(N)=O)c1N)C(C(=O)NC1CCCCC1)c1ccc(OC)c(OC)c1 (centres undefined),8.0,0.1,0.2,-3.9,-6.1,-2.4,-0.3,4.4,-0.1
O=C(Oc1ccc(/C=N/NC(=O)c2ccccc2O)cc1)c1ccccc1,-0.8,5.1,1.1,-1.8,-26.9,-1.3,-7.9,-5.3,-8.0
Cc1ccccc1NC(=O)CSc1nc2ncc(Cl)cc2[nH]1,7.4,-2.4,-3.1,3.3,-10.3,3.0,1.2,2.6,0.3
COc1ccc(C(=O)NC(=S)NNC(=O)COc2ccccc2)cc1,7.0,-2.1,1.0,-0.3,-3.0,0.8,-4.5,-20.0,4.8
O=C(C1CCCN1S(=O)(=O)c1cccc2cccnc12)N1CCc2ccccc21 (centres undefined),5.6,-8.6,-3.1,4.8,1.7,-0.9,-0.6,-9.9,-3.5
C=C(C)CSc1nc2c(c(=O)[nH]c(=O)n2C)n1Cc1ccccc1,0.2,1.9,0.2,6.0,-7.7,3.0,-3.0,1.9,2.9
CNC(=O)CN1C(=O)NC(c2ccccc2)(c2ccccc2)C1=O,-3.2,-0.1,0.9,5.5,0.8,7.2,-2.8,11.7,-2.1
CC1CN=C(NC2CCCCC2C)S1 (centres undefined),4.3,-1.5,3.9,1.8,3.0,-5.9,4.2,8.6,0.9
NS(=O)(=O)c1ccc(-c2ccc(/C=N/NC(=O)c3ccccc3O)o2)cc1,3.2,-4.9,4.4,1.1,-13.3,-3.9,-2.7,-13.5,7.9
CC(=O)c1cccc(N(C(=O)CNC(=O)c2ccco2)C(C(=O)NC2CCCC2)c2ccco2)c1 (centres undefined),0.0,3.3,6.8,-1.2,-2.6,1.4,-3.5,6.2,-0.9
O=C(CC1S/C(=N/N=C/C=C/c2ccccc2)NC1=O)Nc1ccc(C(=O)O)cc1 (centres undefined),1.6,2.1,1.9,4.0,-1.8,-9.9,-0.4,-10.9,5.4
C/C(=N/NC(=O)CN1CCN(S(=O)(=O)c2ccc(Br)cc2)CC1)c1ccncc1,-1.1,0.5,8.6,3.4,7.2,-3.7,3.9,0.6,-0.7
c1ccc(-c2csc3ncnc(-n4cnc5ccccc54)c23)cc1,5.6,-5.1,6.0,1.2,0.7,2.2,-2.5,-12.9,-0.8
Cc1[nH]c2c(Br)cccc2c1[C@H]1[C@@H](CC#N)C1(C)C,-0.4,-5.7,8.2,5.2,3.1,6.3,1.3,6.3,1.5
CCOc1ccc(/C=C(/NC(=O)c2ccc(Cl)cc2)C(=O)O)cc1OCC,3.1,1.8,0.4,3.5,1.1,-4.6,2.0,0.1,5.5
COc1ccc([N+](=O)[O-])cc1NC(=O)COC(=O)Cn1cnc2ccccc2c1=O,3.5,0.4,-2.4,4.4,/,-1.5,/,/,/
COc1ccc(CC(=O)N2CCN(S(=O)(=O)c3cc(Cl)ccc3Cl)CC2)cc1,1.5,-6.0,1.4,-2.4,0.5,-0.4,-0.2,/,/
CC(C)(C)C(=O)C[n+]1ccc(C(N)=O)cc1,4.6,-3.9,4.9,3.9,-10.5,2.5,4.9,0.9,0.2
CCCCc1cc(=O)oc2cc(OCC(=O)NCc3ccccn3)ccc12,7.1,-5.0,5.7,2.0,0.2,-2.7,-1.5,-8.0,0.8
CN(C)S(=O)(=O)c1ccc(NC(=O)N2CCN(c3ccccc3)CC2)cc1,0.2,-2.1,2.2,-6.0,-1.1,-4.2,-1.1,-0.8,4.8
C=CCOc1ccc(CNc2nccs2)cc1OC,3.4,3.6,-0.3,1.4,3.4,-2.8,0.4,11.4,4.7
NC(=O)c1ccc(NC(=O)c2cncn2-c2ccccc2)cc1,8.2,-3.4,-0.5,2.0,5.6,0.8,-0.7,11.3,6.6
Cc1ccc(S(=O)(=O)NNC(=O)c2cccc(O)c2)cc1,11.3,-1.5,3.3,-1.2,-6.1,-0.3,-2.0,-1.6,-0.8
COc1ccc(CNS(=O)(=O)c2ccc3c(c2)N(C(C)=O)CCO3)cc1,4.3,-0.8,5.8,9.7,-8.2,-6.9,-0.5,-2.7,-4.3

# Looked up above.
# Result for `NC(=O)c1ccc(NC(=O)c2cncn2-c2ccccc2)cc1` under LYPLA1 counter: -0.7
# Result for `Cc1ccc(S(=O)(=O)NNC(=O)c2cccc(O)c2)cc1` under Fam108B inh: -0.8

# Next part.
SMILES,PAFAH1B3 FP inh,PAD4 inh,pPAFAH FP inh,PAFAH1B2 inh,PME-1 inh,PAFAH2 inh,LYPLA1 counter,GSTO1 counter,Fam108B inh
O=C(O)CCc1ccc(-c2cccs2)n1NC(=O)c1ccco1,-0.3,-1.4,4.7,1.1,-5.4,6.4,1.9,-6.5,0.4
C/C(=C\C(=O)c1ccc(Cl)cc1Cl)N(C)C,3.6,-1.6,0.6,0.0,5.0,3.9,-1.6,-10.0,2.3
COc1ccc(C(=O)NCCc2cc3ccc(C)c(C)c3[nH]c2=O)cc1OC,-1.5,4.1,3.6,-1.0,0.0,-3.7,0.0,-7.4,1.2
COc1ccccc1C(=O)C(O)c1ccccc1OC (centres undefined),7.4,8.3,0.1,5.4,-7.1,4.2,-1.0,-1.7,-1.1
O=C(Nc1ccccc1)/C(=C/c1ccccc1)c1ccccc1,13.6,0.9,-3.7,10.3,-2.9,-0.5,-1.8,7.0,-5.6
N#Cc1cc([N+](=O)[O-])cnc1Nc1ccccc1,7.5,-2.2,-1.3,5.3,-11.6,-5.0,-2.6,6.4,-2.9
COC(=O)c1sc(NC(=O)COc2cccnc2[N+](=O)[O-])c(C(=O)OC)c1C,-9.3,0.7,7.6,2.7,-11.7,3.5,-10.7,/,/
O=C(NCc1ccc(F)cc1)N1CCN(S(=O)(=O)c2ccccc2F)CC1,-1.0,0.2,3.9,7.0,4.5,-14.9,0.7,7.2,2.0
COc1ccc(Br)cc1C(=O)NC(=S)Nc1ccc(CN2CCOCC2)cc1,4.8,-4.4,0.6,-3.4,-6.5,10.0,-5.8,0.0,-9.1
CC1(C)[C@@H](O)CC[C@]2(C)[C@H]3C(=O)C=C4[C@@H]5C[C@@](C)(C(=O)O)CC[C@]5(C)CC[C@@]4(C)[C@]3(C)CC[C@@H]12,4.3,0.3,0.9,4.3,-0.8,4.3,7.3,11.6,1.7
CCOC(=O)N1CCN(C(=O)c2ccc(N3CCCC3=O)cc2)CC1,3.6,2.4,-0.6,1.1,-5.4,3.9,3.9,1.8,-3.9
CC1CCCC(NC(=O)CCCn2c(=O)[nH]c3cc(Cl)ccc3c2=O)C1C (centres undefined),11.1,-3.2,7.9,8.5,-0.8,-4.2,-2.6,-2.2,-0.1
COc1ccccc1OCC(=O)Nc1ccccc1C(=O)NCc1ccco1,8.9,3.9,-1.3,-0.5,2.8,3.6,-2.6,4.4,-2.0
Cc1c(C(=O)N2CCN(S(=O)(=O)c3cc(F)ccc3F)CC2)oc2ccccc12,1.7,4.7,11.3,8.3,6.5,5.0,5.0,/,/
NC(=O)Nc1ccc(Cl)cc1,1.7,-1.3,0.0,3.1,-5.6,2.9,1.0,1.4,2.0
Cn1cnnc1SCC(=O)NC1CCCCC1,4.7,-1.3,9.4,1.4,0.6,2.1,1.2,-0.6,-3.1
Cc1ccc(C(=O)Nc2cc(C(F)(F)F)ccc2-n2cncn2)o1,8.4,2.7,-4.5,0.2,-5.7,2.9,-3.0,/,/
CN1C2CCC1CC(NS(=O)(=O)c1cccc(C(F)(F)F)c1)C2 (centres undefined),3.8,-3.8,2.5,1.8,2.4,6.8,0.6,5.5,-5.2
Cc1noc(C)c1COC(=O)[C@@H](NC(=O)c1ccccc1Cl)C(C)C,/,2.5,0.7,/,-10.4,/,-5.1,4.8,6.5
CC(=O)N1C(=O)c2cccc3cccc(c23)C(=O)N1C(C)=O,/,1.8,-2.6,/,7.6,/,0.7,2.2,1.6
O=S(=O)(NC1=NCCC1)c1cccs1,4.3,-3.4,2.2,4.0,-2.0,-2.2,-0.1,8.3,0.0
CC(Cl)C(=O)c1ccc2c(c1)CCN2C(=O)C1CC1 (centres undefined),1.2,-0.6,7.1,-3.0,-0.1,-4.0,3.8,20.4,-8.0
Cc1ccc(S(=O)(=O)NNC(=S)NC(=O)c2ccc([N+](=O)[O-])cc2)cc1,0.1,-3.7,1.3,8.7,-3.9,7.3,-2.2,7.1,1.0
O=C(/C=C/NCC(=O)c1ccccc1)c1ccc(Br)cc1,1.7,-3.4,6.7,3.4,3.1,-5.5,0.5,0.9,-9.2
O=c1[nH]c(CSc2ncccn2)nc2c1cnn2-c1ccccc1,-4.7,0.7,11.1,-2.0,2.7,2.2,4.0,-2.3,5.5
SMILES,PAFAH1B3 FP inh,PAD4 inh,pPAFAH FP inh,PAFAH1B2 inh,PME-1 inh,PAFAH2 inh,LYPLA1 counter,GSTO1 counter,Fam108B inh
CC(NC(=O)COc1ccc([N+](=O)[O-])cc1)c1ccccc1 (centres undefined),-1.0,-2.4,1.1,-0.5,1.2,13.2,1.7,2.0,0.6
O=C(COc1ccccc1)NCC(=O)N1CCCC1,6.8,-0.4,2.4,3.8,1.1,13.1,3.0,12.2,2.4
Cc1ccc(NC(=O)c2ncc(Cl)c(Cl)c2Cl)cc1C,-4.3,2.8,-2.2,3.3,-2.1,0.4,1.4,-0.3,-0.7
O=C(O)c1cccc(Oc2cccc(Cl)n2)c1,-0.2,5.1,-1.2,1.5,-2.1,-16.0,-2.1,-6.5,2.0
CCCC(=O)Nc1ccc(Cl)c(NC(=S)NC(=O)C(C)C)c1,0.4,-5.3,8.1,0.2,-0.5,-4.6,-3.4,1.2,1.1
CCOC(=O)c1cc(NC(=O)c2ccccc2)c(=O)n2c1oc1ccccc12,2.6,2.4,2.7,5.3,-0.2,-2.9,2.6,8.9,4.3
Cc1cc(C)nc(NC2=NC3CCCCC3N2)n1 (centres undefined),2.6,-4.4,0.2,-1.8,-3.2,0.5,3.5,6.1,0.3

# This is a subset (hit frequency here may not be typical).
